LAP4 TOR yeast: yeast TOR pathway LAP4-GFP modulation | S. cerevisiae LAP4-GFP multiplex, flow cytometry GFP, 3 h; median GFP as percent of DMSO wells | GFP response vs DMSO, % at 10 µM | actives 0.34% (n = 320,000) | AID 2023;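 active = GFP response vs DMSO above a set limit, about the screen mean plus 3 SD, cut at about 150% in these data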
procasp3 activ: activates human procaspase-3; P42574; recombinant procaspase-3 D3A, Ac-DEVD-pNA absorbance 405 nm; activation, % at 8.5 µM; actives 0.11% (n = 330,000); AID 463141;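 active = activation above the mean of all tested compounds plus 3 SD, cut at about 21% in these data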;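 note: 0% = DMSO alone and 100% = DMSO wells spiked with extra 5 µM PC-3 D3A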
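System: Procaspase-3 D3A mutant. Medium: Zinc-free 300 mM NaCl, 50 mM HEPES, 0.01% Triton X-100. Schedule: 1 h preincubation plus 2 h reaction at 25 °C. Measured by: 405 nm absorbance of p-nitroaniline, reads at 0 and 120 min. Read-out: percent activation relative to control range.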
RPL19A TOR yeast: alters RPL19A-GFP fluorescence in TOR pathway yeast screen. S. cerevisiae RPL19A-GFP strain, flow cytometry, 3 h; hits give low values. percent response vs DMSO, % at 10 µM. actives 0.3% (n = 330,000). AID 2025;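 active = percent response vs DMSO below 50%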;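 note: median channel GFP fluorescence of the barcoded RPL19A-GFP strain; ratio of sample median GFP to plate DMSO average so 100% = DMSO; lower means less RPL19A-GFP as with rapamycin TOR inhibition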
MEP2 TOR yeast: modulators of TOR pathway MEP2-GFP in S. cerevisiae; S. cerevisiae MEP2-GFP strain, flow cytometry GFP, 3 h; 100% = DMSO control level; GFP response vs DMSO, % at 10 µM; actives 0.51% (n = 330,000);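 active = GFP response versus DMSO above a set limit, roughly screen mean plus 3 SD, cut at about 180% in these data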;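 note: median GFP fluorescence of the barcode-gated MEP2-GFP cells per well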
CR mimetic SO: yeast age-related superoxide inhibition as caloric restriction mimetic; S. cerevisiae aged cells, superoxide DHE fluorescence; hits give low values; superoxide response (% of plate mean), % at 10 µM; actives 0.18% (n = 330,000);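 active = superoxide response under a set limit, about three screen SD below normal, cut at about 65% in these data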;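 note: yeast aged for seven days with compound at 30 °C before DHE staining; 100% = average MFI of all compound-treated wells on the plate with controls excluded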
procasp7 counter: activates human procaspase-7, counter-screen for procaspase-3 activators. P55210. recombinant procaspase-7, Ac-DEVD-pNA absorbance 405 nm; D23A/D198A/D206A triple mutant, cannot self-cleave; scale: DMSO 0, 5 µM enzyme 100. activation, % at 8.5 µM. actives 0.093% (n = 330,000);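 active = percent activation above the screen-wide mean plus 3 SD, cut at about 25% in these data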
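System: Procaspase-7 triple mutant (PC-7 D3A); measure: % activation from two-timepoint absorbance difference, scaled to controls; times: 1 h compound preincubation, 2 h substrate cleavage, 25 °C; also added: Ac-DEVD-pNA substrate, 400 µM as added; measured by: Epi-absorbance of released pNA at 405 nm, two timepoints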
AHR act: activators of human aryl hydrocarbon receptor | P35869 | AHR-responsive luciferase reporter cells, luminescence | activation, % at 5 µM | actives 2.5% (n = 320,000) | AID 2796; in the data active = activation above about 47%;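 note: 0% = vehicle wells and 100% = reference agonist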
Target sequence (P35869 whole entry, looked up): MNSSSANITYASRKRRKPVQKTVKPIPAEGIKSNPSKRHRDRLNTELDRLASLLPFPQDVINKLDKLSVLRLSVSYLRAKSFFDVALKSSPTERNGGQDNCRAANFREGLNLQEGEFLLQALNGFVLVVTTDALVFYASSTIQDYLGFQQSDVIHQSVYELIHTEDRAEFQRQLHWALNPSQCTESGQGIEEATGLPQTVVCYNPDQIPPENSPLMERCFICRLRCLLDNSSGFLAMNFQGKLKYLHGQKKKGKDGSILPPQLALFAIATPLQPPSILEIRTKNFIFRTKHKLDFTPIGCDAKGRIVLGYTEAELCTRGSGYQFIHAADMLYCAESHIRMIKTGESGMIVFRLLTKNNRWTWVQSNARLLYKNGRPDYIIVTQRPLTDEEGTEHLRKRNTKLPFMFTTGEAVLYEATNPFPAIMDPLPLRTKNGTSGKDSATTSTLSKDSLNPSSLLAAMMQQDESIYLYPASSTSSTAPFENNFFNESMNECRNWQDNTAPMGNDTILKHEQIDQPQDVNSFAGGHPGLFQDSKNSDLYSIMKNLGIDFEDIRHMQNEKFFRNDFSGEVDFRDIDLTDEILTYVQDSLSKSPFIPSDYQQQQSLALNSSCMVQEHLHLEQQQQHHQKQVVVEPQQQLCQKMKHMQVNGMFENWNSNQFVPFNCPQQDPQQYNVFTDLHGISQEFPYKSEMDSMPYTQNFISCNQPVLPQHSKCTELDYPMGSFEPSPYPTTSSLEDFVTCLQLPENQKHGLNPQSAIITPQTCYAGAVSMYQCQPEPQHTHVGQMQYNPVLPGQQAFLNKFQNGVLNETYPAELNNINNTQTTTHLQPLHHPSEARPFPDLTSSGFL
JMJD2C inh: human JMJD2C demethylase inhibition; GST-JMJD2C(1-420) H3K9me3 demethylation, DELFIA europium; inhibition, % at 2.35 µM; AID 2099; actives 0.069% (n = 330,000);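 active = more than half of a compound's replicate wells show inhibition beyond 50%, single wells judged on their own value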;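 note: signal counts dimethyl H3K9 product captured on neutravidin plate; 0% = median of DMSO wells and 100% = 0.3 times that DMSO median; strong numbers were not always called active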
* marks the source's active call; other numbers are inactive results; . = not tested or not shown; & = joins results of further samples.

canonical_smiles	MEP2 TOR yeast	procasp3 activ	procasp7 counter	JMJD2C inh	LAP4 TOR yeast	CR mimetic SO	RPL19A TOR yeast	AHR act
COc1cccc(-c2c(C(=O)N/N=C(\C)c3cccnc3)nnn2-c2nonc2N)c1	99.0	8.8	-0.9	-3.1	94.9	97.0	100.2	61.7*
CC(C)CCN(C(=S)Nc1cccc(F)c1)C(C)c1cccs1 (stereo not given)	93.1	-2.4	-5.0	1.6	104.9	95.1	99.9	0.2
O=C(COC(=O)c1ccc2ncsc2c1)NC(=O)c1ccccc1	101.5	-4.3	-6.3	-13.6	103.8	126.0	104.7	-0.6
CCOc1ccc2nc(N3CCOCC3)nc(C)c2c1	103.5	-0.5	5.5	-19.9	109.7	93.9	102.6	41.5
O=C(/C=C/c1cccc([N+](=O)[O-])c1)NCCN1C(=O)S/C(=C\c2cccnc2)C1=O	99.8	0.5	5.3	-16.1	104.1	91.6	97.8	7.4
Nc1cc(-c2ccccc2)nn1Cc1ccc(Cl)cc1	95.8	2.1	12.6	-2.2	108.5	108.1	100.4	33.0
Cn1c(SCc2c(F)cccc2Cl)nnc1-c1cnccn1	98.5	-5.6	-6.7	8.5	98.1	109.3	97.5	15.0
CCN(CC)c1ccc(C2C3CCCCC3(O)CCN2CC(=O)Nc2ccccc2)cc1 (stereo not given)	95.6	5.6	3.6	5.1	93.3	97.7	99.2	-0.7
COc1ccc(/C=N/OCC(=O)NC(c2ccccc2)c2ccccc2)c(OC)c1	101.0	2.4	-2.6	0.0	96.1	69.9	100.1	16.0
CCOc1ccccc1-n1cnc2cc(C(=O)NCc3ccco3)ccc21	101.8	-7.3	-2.8	-6.0	109.6	71.0	105.2	-0.1
CCOC(=O)c1[nH]c2ccc(OCC)cc2c1NC(=O)CN1CCN(c2ccccc2)CC1	101.6	3.1	11.8	0.6	102.6	93.5	97.2	15.3
CC1=C(C(=O)NCc2ccccc2)C(c2cc(Br)cc(Br)c2OC(C)C)NC(=O)N1 (stereo not given)	96.9	7.7	-0.3	-8.4	96.1	98.6	98.4	1.0
OC(CNCc1ccco1)Cn1c2ccccc2c2ccccc21 (stereo not given)	102.5	-7.5	0.1	14.7	96.5	114.5	93.6	7.7
COc1ccc(C(=O)OCC(=O)NC(=O)NC2CCCC2)c(OC)c1	99.7	5.6	-0.2	-17.6	105.2	124.5	101.2	0.1
Cc1nn(C)cc1/C=N/NC(=O)Cn1cncn1	101.0	-3.4	5.8	-4.1	102.2	106.1	95.3	0.9
O=C(COc1ccc(Cl)cc1)N1CCN(c2ccc([N+](=O)[O-])c(N3CCOCC3)c2)CC1	104.2	-7.1	1.3	0.8	97.1	92.9	100.4	7.8
CCCCNc1nc(NC)nc(Cl)c1SC	99.8	0.4	2.7	7.7	101.8	104.8	101.5	3.7
Cc1ccc(N(Cc2cc3ccccc3[nH]c2=O)S(=O)(=O)c2ccccc2)cc1	95.7	-4.0	8.1	2.5	98.1	100.0	102.6	35.8
O=C(Nc1ccc(F)cc1)c1ccccc1NC(=O)C1CC=CCC1C(=O)O (stereo not given)	96.2	.	.	8.9	65.9	77.5	106.2	.
O=C(CCCCCNc1nc(=S)[nH]c2ccccc12)NCCC1=CCCCC1	93.1	-13.5	1.2	-19.7	107.6	94.7	97.1	0.1
Cn1cc(-c2cc(C(=O)O)on2)cn1	102.1	-6.5	-5.4	-7.5	96.4	101.5	98.8	2.1
O=S(=O)(NCc1ccccc1)c1ccc(S(=O)(=O)N(Cc2ccccn2)Cc2ccco2)cc1	99.5	2.5	-1.2	-2.5&8.5	92.7	104.0	99.7	-0.8
c1cc(Nc2cccc3nccnc23)c2nccnc2c1	95.6	-2.3	-3.7	9.2	109.5	109.3	88.3	-3.5
COc1ccc(-n2c(Cc3cc(=O)[nH]c(=O)[nH]3)nnc2SCC(=O)N2CCCC2)cc1	104.5	7.1	0.0	-3.4	102.7	94.3	101.4	7.3
CC1Sc2ccc(C(=O)Nc3ncccc3O)cc2NC1=O (stereo not given)	111.6	-11.2	4.0	-2.3	105.1	108.1	106.8	25.1
CCc1cccc(C)c1NC(=O)CO/N=C(\N)CC(=O)NC1CCCCC1	103.7	6.6	11.7	2.7	105.0	94.7	107.0	0.4
COc1c(Br)cc(Br)cc1C(=O)Nc1ccccc1N1CCCC1	105.7	.	.	5.5	95.4	96.7	100.4	.
CSc1ncccc1C(=O)OCC(=O)N1CC(=O)Nc2ccccc21	108.9	8.0	9.6	-3.8	104.9	83.8	102.2	2.1
COc1ccc2[nH]c3c(c2c1)CCN1C(=O)N([C@@H](C)C(=O)NC2CCCCC2C)C(=O)[C@]31C (stereo not given in full)	95.5	4.6	-0.7	4.1	97.2	86.6	99.5	8.3
CCOc1ccc(OC(=O)c2ccc3c(=O)n4c(nc3c2)CCC4)cc1	91.9	-3.2	3.2	-3.7	142.7	125.2	82.0	0.1
COc1cccc2sc(N(CCCN(C)C)C(=O)C(c3ccccc3)c3ccccc3)nc12	98.2	6.6	-2.1	-0.9	92.9	101.6	92.5	-1.0
O=C(CN1C(=O)c2ccccc2S1(=O)=O)Nc1cccnc1	106.5	-1.4	0.4	-406.8&-10.4	98.4	100.2	100.0	0.5
COc1cc(C(=O)OCC(=O)NCC2CCCO2)cc(OC)c1OC (stereo not given)	95.3	0.6	7.8	8.6	94.4	104.8	95.0	1.9
Cc1ccc(CCNC(=O)C2CCCN(C(=O)c3cc4sccc4n3C)C2)cc1 (stereo not given)	101.8	-11.2	-4.0	-2.9	102.2	97.5	100.1	7.9
Cc1nc(-c2ccc(-n3nncc3-c3ccco3)cc2)cs1	93.0	-1.5	1.3	-2.4	104.5	100.0	95.0	24.8
CC(C)CN(C(=O)CCc1ccccc1)c1c(N)n(CC(C)C)c(=O)[nH]c1=O	100.3	15.9	-1.0	-3.0	89.1	109.3	92.7	0.0
COc1ccccc1NS(=O)(=O)c1cccc(NS(=O)(=O)c2ccc(Cl)c(C(=O)O)c2)c1	103.0	3.1	3.2	4.2	98.9	105.4	102.4	-0.4
C#CCOCCOCCOCCNc1nc(N2CCN(C(=O)CCCCCCCCCCNC(=O)[C@@H](CCSC)n3cc(CCO)nn3)CC2)nc(N2CCN(C(=O)CCCCCCCCCCNC(=O)[C@H](CCC(=O)O)n3cc(CCCCCN)nn3)CC2)n1	108.9	3.7	-0.1	-2.3	99.1	102.8	92.7	0.1
CCn1cc(C(=O)N[C@H](C(=O)NC(C)(C)CO)C(C)C)c(=O)c2cc3c(cc21)OCO3	106.3	8.9	6.1	-14.0	91.3	96.6	106.4	2.4
O=c1oc(-c2ccccc2NS(=O)(=O)c2ccc3ccccc3c2)nc2ccccc12	97.7	-2.5	0.3	0.5	96.1	108.5	103.0	2.8
CC(C)(C)OC(=O)NCCCC[C@@H](C(=O)NCCCCCCCCCCC(=O)N1CCN(C(=O)OC(C)(C)C)CC1)n1cc(CCO)nn1	89.3	3.4	9.6	10.6	131.5	98.4	92.4	-3.4
Cc1nn(Cc2ccccc2)c2sc(C(=O)NCc3cccnc3)cc12	97.5	5.2	7.9	-7.2	92.6	95.0	93.8	32.8
Cc1ccc(N2C(=O)c3ccccc3C2(O)c2ncc[nH]2)cc1 (stereo not given)	97.5	7.5	1.5	5.6	91.8	96.3	96.0	-4.4
O=C(NC(=S)Nc1ccccc1N1CCN(C(=O)c2ccccc2)CC1)c1ccccc1F	100.2	-4.1	-5.0	-6.9	115.9	103.8	89.6	1.7
C[C@@H]1C(=O)O[C@@H]2CC34[C@H]5C[C@@H](C(C)(C)C)C36[C@H](OC(=O)[C@@H]6O)OC4(C(=O)O5)[C@@]12O (stereo not given in full)	88.8	-1.0	8.2	-3.2	103.5	93.6	100.6	1.1
Cc1ccc(N2C(=O)Nc3ccc(Br)cc3C2(O)C(=O)NCCN(C)C)cc1C (stereo not given)	92.9	-0.6	-10.3	8.0	87.4	102.4	99.4	0.5
O=C(Nc1cccc(NC(=O)c2nccc3ccccc23)c1)c1ccco1	105.0	-0.6	-11.6	-11.6	117.8	121.4	99.8	101.7*
CCCC1(CCC)NC(=O)N(CC(=O)Nc2cccc(OC)c2)C1=O	101.6	-0.4	5.0	-24.1	94.2	105.0	104.9	4.3
CCCCNC(=O)CSc1nc2c(sc(=S)n2-c2cc(Cl)ccc2OC)c(=O)[nH]1	105.6	-2.1	-1.7	-7.3	94.8	82.0	100.7	1.2
Nc1c(Cl)cc(C2=NCCn3nc4cc(C(F)(F)F)ccc4c32)cc1Cl	103.7	1.4	0.9	-8.0	108.4	99.6	95.7	53.9*
CC(=O)Cn1c(CN2CCN(C(=O)c3ccco3)CC2)nc2c1c(=O)n(C)c(=O)n2C	96.6	-1.6	-0.1	18.1	93.2	105.5	99.2	0.3
CCOc1cc(/C=C2/SC(=Nc3ccccc3)N(Cc3cccnc3)C2=O)ccc1OCC#N	102.4	-1.1	-2.4	-2.9	97.6	109.4	89.8	4.8
COc1ccc(-c2cc(=NC(CC(C)C)C(=O)O)c3cc(C)ccc3o2)cc1 (stereo not given)	110.0	-1.9	-8.6	-1.9	106.2	91.9	104.5	-3.6
CCCC(=O)Nc1cccc(C(=O)Nc2nccs2)c1	109.2	-2.7	4.8	17.2	100.0	99.7	103.8	11.6
COc1ccc(CCNC(=O)CN2C(=O)COc3ccc(S(=O)(=O)N4CCOCC4)cc32)cc1OC	102.7	-4.9	1.6	-28.3	101.1	119.7	101.8	1.4
CCN(c1ccccc1)S(=O)(=O)c1ccc(C(=O)N(CCCN(C)C)c2nc3c(C)cccc3s2)cc1	101.5	-1.9	2.8	8.2	82.9	119.3	106.9	-0.3
CCc1nc2ccccc2c(=O)n1NCCc1ccccc1	109.1	1.5	8.0	-9.5	97.4	93.4	103.9	29.5
CC1(C)CC(=O)C2=C(C1)C(c1cn(-c3ccccc3)nc1-c1ccccc1)C(C#N)=C(N)O2 (stereo not given)	.	3.3	-6.8	-5.2	.	126.2	.	5.0
Cc1cc(C)c(N2CCN(S(=O)(=O)N3CCCCCC3)CC2)c(C)c1	98.5	11.2	2.0	5.9	98.3	77.8	98.9	-0.1
O=C(CCCC1=NS(=O)(=O)c2ccccc2N1)N1CCN(c2ccc(Cl)cc2)CC1	89.9	-1.8	7.2	-0.8	98.3	99.4	99.5	0.8

Source: PubChem
